# CHO parental Ca = counter-screen for OX1R antagonists: effect in parental CHO cells | parental CHO-K1, ATP-induced calcium, Fluo-8 fluorescence | inhibition, % at 5.6 µM | actives 0.63% (n = 330,000);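 active means inhibition above that plate's mean sample inhibition plus 3 SD, cut at about 26% in these data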;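 further: 0% = ATP-challenged DMSO wells and 100% = DMSO wells without ATP; some compounds past the cut are filed as inactive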
#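 Assay system: untransfected parental CHO cell line. Also added: ATP agonist challenge. Dosing: one dose, 5.6 µM nominal. Measured by: Fluo-8 fluorescence. Read-out: % inhibition. Benchmarks: ATP wells versus no-ATP DMSO wells. Repeats: no replicates.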
# CHO-K1 Ca ag = counter-screen for M1 agonists: effect in parental CHO-K1 cells; Fluo-8 calcium fluorescence; scaled to maximal ATP response, vehicle zero; AID 602248; activation, % at 3 µM; actives 0.48% (n = 360,000); in the data active means activation above about 15%;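 further: untransfected CHO-K1 host cells lacking M1 receptor as counterscreen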
# CHRM4 antagonist = CHRM4 antagonism in calcium assay | actives 0.73% (n = 360,000) | AID 624125 | P08173 | inhibition, % at 3 µM | CHO-hM4 cells, ACh EC80, Fluo-8 calcium fluorescence;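 active means inhibition above its plate's cutoff, the mean inhibition of sample wells plus 3 SD, cut at about 27% in these data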;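 further: 0% = acetylcholine EC80 with DMSO and 100% = DMSO without agonist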
# M4 ag = CHRM4 agonism in calcium assay; P08173; CHO-K1 hM4/Gqi5, Fluo-8 calcium fluorescence; vehicle 0%, full acetylcholine response 100%; activation, % at 3 µM; actives 0.14% (n = 360,000); AID 624127;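 active means activation above the run mean over all test wells plus 3 SD, cut at about 32% in these data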;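 further: peak over basal fluorescence ratio per well then scaled between controls; 0% = DMSO wells and 100% = acetylcholine at EC100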
# M1 antag = antagonists of human M1 muscarinic receptor; P11229; CHO-K1 hM1, Fluo-8 calcium fluorescence, ACh EC80 antagonist; inhibition, % at 3 µM; actives 1.3% (n = 360,000);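 active means percent inhibition above its own plate's cutoff, namely the mean of that plate's compound wells plus 3 SD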;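 further: peak over basal fluorescence ratio during 140 s after agonist addition; 0% = ACh EC80 plus DMSO and 100% = DMSO alone without agonist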
# Target sequence (P11229 whole entry, looked up): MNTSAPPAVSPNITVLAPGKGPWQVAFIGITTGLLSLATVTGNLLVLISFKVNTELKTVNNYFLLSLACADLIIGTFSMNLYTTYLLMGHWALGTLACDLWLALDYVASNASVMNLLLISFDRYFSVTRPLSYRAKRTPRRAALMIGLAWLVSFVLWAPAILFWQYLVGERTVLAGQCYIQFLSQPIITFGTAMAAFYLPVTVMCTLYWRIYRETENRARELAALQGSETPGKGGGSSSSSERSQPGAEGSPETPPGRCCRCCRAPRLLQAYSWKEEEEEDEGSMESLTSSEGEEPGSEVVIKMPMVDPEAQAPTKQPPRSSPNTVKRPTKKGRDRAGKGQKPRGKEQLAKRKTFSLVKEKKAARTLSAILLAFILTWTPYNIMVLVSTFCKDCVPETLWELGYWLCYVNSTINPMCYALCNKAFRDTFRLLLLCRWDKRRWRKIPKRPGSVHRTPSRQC
# OXTR potentiator = human OXTR potentiation | CHO-OTR cells, Fluo-8 calcium fluorescence, potentiator mode; 0% = oxytocin EC15, 100% = EC100 | actives 0.061% (n = 320,000) | activation, % at 3 µM | P30559;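 active means activation above that plate's cutoff, the mean activation of tested compounds plus 3 SD, cut at about 6.6% in these data, passing the limit was not always enough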;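 further: 100% uses oxytocin at 75 nM as the full agonist control; some results filed as inactive read as strong as hits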
# Target sequence (P30559 whole entry, looked up): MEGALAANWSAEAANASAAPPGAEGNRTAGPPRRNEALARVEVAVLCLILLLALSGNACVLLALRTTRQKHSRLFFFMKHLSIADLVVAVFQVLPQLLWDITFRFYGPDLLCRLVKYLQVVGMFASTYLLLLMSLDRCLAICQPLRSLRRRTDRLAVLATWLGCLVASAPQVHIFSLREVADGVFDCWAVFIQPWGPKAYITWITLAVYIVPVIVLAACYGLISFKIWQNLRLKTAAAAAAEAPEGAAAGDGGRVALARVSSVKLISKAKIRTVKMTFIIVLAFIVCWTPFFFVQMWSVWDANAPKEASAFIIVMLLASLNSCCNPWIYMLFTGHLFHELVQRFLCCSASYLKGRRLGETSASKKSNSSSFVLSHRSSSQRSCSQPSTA
#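 assay system = CHO-OTR cells, human receptor | schedule = compound 6 min at room temperature before oxytocin, 100 s read | detection = Fluo-8 intracellular calcium fluorescence, ex 470-495, em 515-575 nm | evaluation = normalized max/min fluorescence ratio, % activation | control set = EC15 oxytocin alone as 0%, 75 nM oxytocin (EC100) as 100%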
# CHRM1 agonist = human M1 muscarinic receptor agonism | P11229 | CHO-K1 hM1, Fluo-8 calcium fluorescence, agonist mode; 0% DMSO, 100% acetylcholine EC100 | activation, % at 3 µM | actives 0.33% (n = 360,000) | AID 588814;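 active means activation above the run's mean compound activation plus 3 SD, cut at about 16% in these data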;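 further: peak over basal fluorescence ratio within a 140 s kinetic read after compound addition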
# CHO-K1 Ca antag = M1 antagonist counterscreen hit in parental CHO-K1 cells; ATP-induced calcium, Fluo-8 fluorescence; inhibition, % at 3 µM; actives 0.6% (n = 360,000); AID 602250;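 active means inhibition above a per-plate cutoff, the plate's mean sample inhibition plus 3 SD, cut at about 24% in these data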;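 further: 0% = DMSO plus EC80 ATP and 100% = DMSO alone without ATP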
# M1 PAM = positive allosteric modulators of human M1 muscarinic receptor | CHO-K1 hM1, Fluo-8 calcium fluorescence, ACh EC20; 0% = ACh EC20, 100% = maximal ACh | P11229 | activation, % at 3 µM | actives 0.088% (n = 360,000); in the data active means activation above about 19%, passing the limit was not always enough
# Active calls of the source: *; / = no result given.
SMILES,CHO parental Ca,CHO-K1 Ca ag,CHRM4 antagonist,M4 ag,M1 antag,OXTR potentiator,CHRM1 agonist,CHO-K1 Ca antag,M1 PAM
CC(=NNC(=O)c1ccncc1)c1cc(Cl)ccc1Cl,/,0.7,5,0,-18,/,-5,-9,9
O=C(NCCCn1ccnc1)c1ccc(N2CCCCC2)c([N+](=O)[O-])c1,4,0.9,-5,1,2,-21,-8,-11,1
Cc1c(C(C)(C)C)sc(=NC(=O)c2ccccc2O)n1C,-25,2.2,8,4,-11,-6,6,-4,15
CCc1nnc(NC(=O)c2ccc3c(c2)C(=O)N(CC)C3=O)s1,-5,-0.1,-14,1,-9,1,-1,16,6
Cc1nc(Cl)sc1C(=O)Nc1cc(F)cc(F)c1,3,10,4,8,-21,-22,1,-9,10
CC(C)NC(=O)CN1CCN(c2ncccn2)CC1,-15,1.7,-2,1,-20,-2,2,-4,5
Cc1ccc(Nc2ccc(C(N)=O)cc2[N+](=O)[O-])cc1C,-3,2.1,-12,5,-6,-9,-12,-2,-6
O=[N+]([O-])c1ccc(-c2cnc(SCc3ccccc3Cl)[nH]2)cc1,17,3.1,0,6,22,-26,-1,-8,-8
CCOC(=O)C(C)Sc1nnc(CNC(=O)c2ccc(OC)cc2)n1C1CCCCC1 (stereo not given),-22,1.5,5,3,-9,-4,-4,4,1
Cn1cnnc1SCC(=O)N1CCN(C(=O)c2ccco2)CC1,16,0.1,0,0,5,-18,-4,-1,-4
CCC1=C(OC(=O)N(CC)CC)N2C(=O)OC(=NCC(=O)OC)[C@]2(Cc2ccccc2)[C@H]2C1=CC[C@H]1C(=O)N(C)C(=O)[C@H]12,-25,0.6,-2,2,-5,-3,-4,-10,7
Cc1cccc(NC(=O)CN2C(=O)C(C)Oc3ccccc32)n1 (stereo not given),1,0.1,-18,1,-3,-8,-1,-1,4
Cc1ccccc1CSCC(=O)c1c(N)n(C)c(=O)n(C)c1=O,-16,0.7,-8,3,-7,-3,0,4,-6
COc1ccc(N2CC(C(=O)N3CCN(c4ccccc4F)CC3)CC2=O)cc1 (stereo not given),1,-0.1,7,1,5,-9,-4,-3,4
COc1ccc(NC(=O)C2CC(=O)OC2(C)C)cc1 (stereo not given),-10,-0.2,7,-1,8,3,-5,17,-8
CC(=O)Nc1sc(NC(=O)c2ccc(Cl)cc2)nc1-c1cccs1,-4,0.3,4,1,-27,-2,4,-1,13
C[C@H](CO)N1C[C@H](C)[C@@H](CN(C)S(=O)(=O)c2cccs2)Oc2c(NC(=O)Nc3ccccc3)cccc2C1=O,-29,0.9,-4,6,3,-4,-4,-10,-4
Cn1c(Cn2c(=O)sc3ccccc32)nnc1SCC(=O)NCCc1ccccc1,-10,0.8,2,2,-19,4,-5,1,5
CCOC(CNC(=O)Cc1c(C)nc2c(-c3ccccc3)c(C)nn2c1C)OCC,-23,0.2,4,1,-10,-1,-10,-2,7
C(/C=C/C=C/Nc1ccccc1)=Nc1ccccc1,3,0.9,-4,2,5,-5,9,-4,-4
O=C(NCCN1CCOCC1)c1cn(-c2ccccc2)nc1-c1cccs1,-12,0.1,1,2,-9,-24,-3,-1,5
C=CCN1C(=NC(=O)COc2ccccc2)SC2CS(=O)(=O)CC21 (stereo not given),-3,0.7,5,1,-14,0,-1,-11,9
CCc1c(C)c(C#N)c2nc3ccccc3n2c1NCC1CCCO1 (stereo not given),-27,0.0,-5,-1,-3,-3,1,13,9
CN(C(=O)c1ccc2c(c1)OCCO2)c1c(N)n(Cc2ccccc2)c(=O)[nH]c1=O,-1,2.2,-4,0,-1,6,-1,2,2

# Retrieved by compound from the entries so far:
SMILES,CHO parental Ca,CHO-K1 Ca ag,CHRM4 antagonist,M4 ag,M1 antag,OXTR potentiator,CHRM1 agonist,CHO-K1 Ca antag,M1 PAM
Cn1c(Cn2c(=O)sc3ccccc32)nnc1SCC(=O)NCCc1ccccc1,-10,0.8,2,2,-19,4,-5,1,5
C=CCN1C(=NC(=O)COc2ccccc2)SC2CS(=O)(=O)CC21 (stereo not given),-3,0.7,5,1,-14,0,-1,-11,9
CCc1c(C)c(C#N)c2nc3ccccc3n2c1NCC1CCCO1 (stereo not given),-27,0.0,-5,-1,-3,-3,1,13,9

# Carrying on:
SMILES,CHO parental Ca,CHO-K1 Ca ag,CHRM4 antagonist,M4 ag,M1 antag,OXTR potentiator,CHRM1 agonist,CHO-K1 Ca antag,M1 PAM
CS(=O)c1ccccc1COC(=O)Nc1cccc(Cl)c1 (stereo not given),-9,3.5,12,5,6,-7,-3,-2,2
Cc1ccccc1CNC(=O)Cc1cccs1,-9,1.0,-15,2,-12,-12,-11,-12,15
CC[n+]1c(S(=O)(=O)[O-])ccc2ccc(C)cc21,0,0.5,-7,0,-24,-8,2,-8,9
Cn1c(=O)c2[nH]c(CN(Cc3ccccc3)Cc3ccccc3)nc2n(C)c1=O,-17,0.4,5,1,-4,-2,-5,2,9
COc1ccc(C[C@H]2CN3C(=NC[C@@H]3Cc3ccccc3)N2CCNC(=O)CCC2CCCCC2)cc1,-39,1.6,2,1,-1,1,-10,-12,6
CCN1CCN(c2nc3ccccc3nc2NS(=O)(=O)c2ccc(NC(C)=O)cc2)CC1,11,0.4,-16,0,-17,-8,-1,-8,19
O=C(COc1ccccc1Cl)Nc1cc(Cl)ccc1Oc1ccccc1,-4,-0.1,8,1,7,-2,-3,3,4
CCOC(=O)Cn1c(=O)c2c(nc3n2CCCN3CCc2ccccc2)n(C)c1=O,-26,0.1,-14,0,-15,-1,-7,-22,3
Cc1cc(C)c(S(=O)(=O)c2ccccc2)c(OC(=O)c2c(F)cccc2F)n1,-5,0.1,7,0,-1,-9,-6,3,3
COc1ccc(NC(=O)CSc2n[nH]c(-c3ccncc3)n2)cc1Cl,-2,0.5,3,2,-9,0,2,-6,4
O=S1(=O)N=C(Nc2ccc(O)c(CN3CCCCC3)c2)c2ccccc21,-1,0.3,2,0,-11,-1,-10,-9,3
COc1ccccc1NC(=O)c1cccnc1,-2,0.4,2,1,-3,-5,-2,-8,-8
O=C(NNC(=O)c1ccccc1[N+](=O)[O-])c1ccc(NS(=O)(=O)c2cccs2)cc1,3,0.1,0,2,1,-2,-3,6,-4
CCOC(=O)Cn1c(=O)oc2cc(S(=O)(=O)NCC3CCCO3)ccc21 (stereo not given),-3,0.8,0,0,-3,-6,0,4,3
CCCCCCCCNC(=O)c1cnsn1,1,-0.5,-10,-1,-9,-2,-10,-4,5
CC(C)CCN1CCN(Cc2ccc(N3CCNC3=O)cc2)CC1CCO (stereo not given),-16,0.1,-15,1,-9,-2,-6,-9,2
Cc1ccc(N2CC(C(=O)NC3CCCCCC3)CC2=O)cc1 (stereo not given),/,0.0,-5,1,-7,/,-2,-6,4
O=C(Nc1cccc(C(=O)O)c1)/C(=C\c1ccc2c(c1)OCO2)NC(=O)c1ccco1,-6,3.6,4,11,8,1,0,-13,5
CCCN1C(C)C(C(=O)OCC)=CN(Cc2ccc(Br)cc2)S1(=O)=O (stereo not given),-25,0.7,-6,-1,-1,/,-5,-5,-6
Cc1ccccc1NC(=O)C1CCN(C(=O)N2CCOc3ccccc32)CC1,-8,2.9,-38,6,-14,-8,0,-22,6
COc1ccccc1-c1cc2nc(C)cc(C)n2n1,-26,-0.1,1,-1,-3,4,-4,-3,5
CN(CC(=O)Nc1cccc(F)c1)C(=O)c1ccc(C2SCCS2)cc1,12,2.7,-17,10,-3,-17,3,-7,5
C/C(=N\NC(=O)c1ccn(C)n1)c1ccc(NC(=O)C2CCC2)cc1,/,0.6,-2,1,-3,/,-2,-4,3
O=C(COc1cccnc1[N+](=O)[O-])Nc1ccc2c(c1)OCO2,-4,-0.7,-14,3,1,3,-16,0,-1
CCCn1c(N)c(C(=O)COC(=O)c2cccc(S(=O)(=O)N3CCOCC3)c2)c(=O)[nH]c1=O,-15,0.4,5,1,8,-2,-5,9,-2
CCOC(=O)C(C(=O)OCC)C(C[N+](=O)[O-])c1ccccc1 (stereo not given),-5,-0.3,-10,0,-2,3,-6,11,3
CC(=O)N(CCc1cccc(C)c1)Cc1cc2cc(C)ccc2[nH]c1=O,-9,0.1,-5,2,-1,0,0,7,11
CCCS(=O)(=O)N1CCc2cc(OC)c(OC)cc2C1,-14,0.0,-4,1,-16,-8,-4,-8,11
Cc1ccc2nc(SCn3nnc4ccccc4c3=O)[nH]c2c1,-36,0.6,-6,1,-11,6,-9,-15,10
c1ccc2sc(N3CCCCC3)nc2c1,/,0.1,2,0,-15,/,-8,-19,5
CCOCCCNC(=O)CN1C(=O)CSc2cc(S(=O)(=O)N3CCCCCC3)ccc21,-13,-0.8,7,0,1,-5,-3,-2,-9
Cc1ccc(-c2n[nH]c(=S)c3ccccc23)cc1,-17,-0.2,3,0,-7,-7,-8,-18,5
CCCC[C@@H]1CNC(=O)C(=O)N1CCCCC1CCCCC1,/,0.0,-5,-1,/,/,/,0,/
CC(C)c1nnc(NC(=O)CCC(=O)Nc2ccc(Cl)cc2)s1,-15,-0.1,-9,0,2,-4,-2,-12,2
CCOc1ccccc1OCC(=O)O,-7,0.1,3,1,-12,-4,2,4,12
CCOc1ccc2nc(SCC(=O)N3c4ccccc4Sc4ccccc43)sc2c1,-11,0.4,3,0,-7,-7,-6,5,9
O=C(CSc1nnc(Cc2cc(=O)[nH]c(=O)[nH]2)n1-c1ccccc1)N1CCCC1,0,0.3,5,0,-6,-14,-2,-2,7
CC(C)CNC(=O)C1(C)CCCCCN1C(=O)c1cc(C#N)cs1 (stereo not given),/,0.8,-9,1,-13,/,-1,-5,11
COc1ccc(-c2cc(C(F)(F)F)nc(SCC(=O)Nc3ccc4c(c3)OCO4)n2)cc1OC,-20,0.0,10,0,-5,-8,-1,8,10
CCCOc1ccc(/C=N/NC(=O)c2ccc3c(c2)OCO3)c(OCCC)c1,-27,-0.1,-16,1,-28,-4,4,-12,32*
Cc1cccc(C(=O)Oc2c(Br)cc(Br)cc2/C=N/NC(=O)c2ccncc2)c1,5,0.9,-6,1,-11,-10,-1,-10,14
CC(C)C[C@H]1CN(CCCC[C@H]2CNC(=O)C(=O)N2CC2CCCCC2)C(=O)C(=O)N1Cc1ccccc1,/,0.3,5,0,/,/,/,-20,/
C/C(CC(=O)Nc1cccnc1)=N\NC(=O)C(C)Oc1ccc(Cl)cc1Cl (stereo not given),-16,0.3,1,2,-15,2,-4,1,8
CCOC(=O)N1CCN(c2cc(NCCO)c([N+](=O)[O-])c3nonc23)CC1,-4,0.6,5,1,-7,2,-4,-13,11
COc1ccc2cc(C(C)C(=O)NC3CCC(O)CC3)ccc2c1 (stereo not given),-9,1.8,-5,2,-4,-13,-7,-13,5
CSc1ncccc1C(=O)OCC(=O)Nc1ccc(N2CCOCC2)cc1,0,0.2,4,2,-16,-1,1,-15,6
COc1ccccc1CNc1cc(C)ccc1C,-11,0.1,-5,0,-8,2,-4,-25,6
CC(C)(C)NC(=O)CN(C(=O)Cn1nnc(-c2ccccc2F)n1)c1cccc2c1CCCC2,-13,3.5,-5,1,2,-4,-4,16,2
O=C(NC1CCCCC1)C(c1ccc(Cl)cc1)N(C(=O)c1cnccn1)c1ccc2c(c1)OCO2 (stereo not given),-15,3.3,9,1,-6,-6,-2,-9,6

# Source: PubChem (The Scripps Research Institute Molecular Screening Center)
